TSG101-PTAP inh = blocks PTAP/TSG101 interaction to inhibit HIV-1 budding. Fluorescence polarization, FITC-PTAP peptide / Tsg101 binding. Q99816. Potency, µM (top dose mostly 115 µM), inactives show at the highest dose activity change, negative = inhibition, hits mostly inhibitors. 340,000 tested, under 10 active; active means well fitted inhibition curve with a large enough effect in the main read-out, with a control signal flat, not every such curve was filed as active; inconclusive means small, poorly fitted or top-dose-only effect, or effect the other way, or a change in a side signal; inactive means no such curve, though single readings can be large or run the other way; further: potency means the concentration at half of the fitted maximal effect; % of control where 0% means no effect
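Fluorescence polarization binding of Tsg101 binding domain (10 uM final) to FITC-labeled PTAP peptide (50 nM final) in HEPES pH 7.5 buffer with NaCl, Tween 20, EDTA, TCEP. Compounds added before peptide; binding 20 min at RT.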
ELG1 repair inh = inhibitors of ELG1-dependent DNA repair in HEK293T cells. HEK293T ELG1-luciferase reporter, luminescence, 16 h; DNA damage induced by 5-fluorouridine. Potency, µM (doses to about 46.1 µM), inactives show at the highest dose activity change, negative = inhibition, usual class: inhibitors. actives 2.3% (n = 330,000). AID 504467; further: potency means the concentration at half of the fitted maximal effect; on the % scale 0 is the no-effect control and ±100 the full control effect; nearly all actives have a fitted effect of over 55% in size
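5-Fluorouridine DNA damage + compound/DMSO, 2,000 cells/well, 16 h, 37 °C/5% CO2. ONE-Glo, 30 min RT, luminescence. Readout = decrease in reporter signal.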
TSHR antagonist = human thyrotropin receptor antagonism; actives 0.2% (n = 330,000); TSHR-expressing cells, TSH-stimulated cAMP HTRF, 2 h; hits give low values; activity change, negative = inhibition, % at 11.5 µM; AID 504810;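 active means activity change below a set negative limit, meaning inhibition stronger than a set level, cut at about -70% in these data; inconclusive means activity change between two set negative limits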; further: on the % scale 0 is the no-effect control and ±100 the full control effect
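Competitive HTRF cAMP read-out (cryptate anti-cAMP antibody, cAMP-d2; 30 min, room temperature) in freshly harvested TSHR cells. Compounds added before TSH at EC80 (4nM final), followed by 2 hours' incubation at 37 deg C.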
Tb PFK block = inhibitors of T. brucei phosphofructokinase; AID 485367; O15648; Potency, µM (top dose mostly 57.5 µM), without a hit: at the top dose activity, negative = inhibition, hits mostly inhibitors; actives 0.17% (n = 330,000); T. brucei PFK, ADP-Glo luminescence;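 further: potency means the concentration at half of the fitted maximal effect; 0% = uninhibited 1x PFK enzyme wells and -100% = no-enzyme wells; nearly all actives have a fitted effect of over 60% in size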
Target sequence (O15648 whole entry, looked up): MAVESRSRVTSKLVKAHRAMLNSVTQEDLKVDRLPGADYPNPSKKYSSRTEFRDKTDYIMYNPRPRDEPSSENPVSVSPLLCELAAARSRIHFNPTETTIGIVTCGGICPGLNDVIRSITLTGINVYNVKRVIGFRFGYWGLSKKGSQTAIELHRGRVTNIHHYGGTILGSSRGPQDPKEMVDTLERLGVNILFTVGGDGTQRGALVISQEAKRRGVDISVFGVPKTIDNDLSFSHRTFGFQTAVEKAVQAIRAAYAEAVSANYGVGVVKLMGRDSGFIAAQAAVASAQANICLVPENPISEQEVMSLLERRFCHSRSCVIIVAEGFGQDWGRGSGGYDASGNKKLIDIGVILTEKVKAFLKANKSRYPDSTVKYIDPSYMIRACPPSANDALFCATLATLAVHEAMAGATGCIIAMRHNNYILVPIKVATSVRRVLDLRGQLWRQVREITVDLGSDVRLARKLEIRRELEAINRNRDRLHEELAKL
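In TEA buffer at pH 8.0 with 5 mM MgCl2, enzyme (1.25 nM) converted F6P (0.5 mM) and ATP (0.1 mM) for 45 min at room temperature. ADP product was read by luciferase luminescence.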
a7 integrin act = activators of alpha7 integrin expression for muscular dystrophy | Potency, µM (highest dose often 38.3 µM), for the others: at the top dose activation, usual class: activators | alpha7betagal myoblasts, beta-gal FDG fluorescence, 48 h | actives 0.064% (n = 350,000) | AID 624291;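 further: potency means the concentration at half of the fitted maximal effect; 100% = response of the positive control SU9516; nearly all actives have a fitted effect of over 60% in size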
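Alpha7betagal+/- myoblasts (passage 13) were plated 16-24 hr, then exposed to compounds (1:260 dilution of DMSO stock) for 48 hours at 37C. After MPER lysis, β-galactosidase reporter activity was read as FDG fluorescence (ex 480/em 540) after 30 minutes.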
TCR activator = activates T cell receptor signaling | primary human leukocytes, anti-CD3, IL-2 HTRF, 48 h | Potency, µM (doses to about 9.22 µM), without a hit: top-dose activation of IL-2 secretion, actives largely listed as activators | 330,000 tested, under 10 active; further: % of control where 0% means no effect
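TCR engagement came from a-CD3 beads alone, with compounds added to primary human leukocytes for 48 hr. Secreted IL-2 bridged europium cryptate- and d2-labelled anti-IL-2 antibodies, giving FRET emission at 665nm after 320nm excitation.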
Chronic BCR inh = inhibitors of chronic active B-cell receptor signaling; actives 0.05% (n = 340,000); Potency, µM (top dose mostly 46.1 µM), for inactives: at the top dose ratio change, negative = lower green/red ratio, usual class: inhibitors; AID 493014; ABC-DLBCL IkBa-CBG/CBR reporter, luminescence ratio, 4 h; active means well fitted inhibition curve with a large enough effect in the signal ratio, with a control signal flat, not every such curve was filed as active; inconclusive means small, poorly fitted or top-dose-only effect, or effect the other way, or a change in a side signal; the % refers to the signal ratio;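 further: potency means the concentration at half of the fitted maximal effect; plate controls were basal doxycycline-induced cells for no effect and cells given 10 µM MG132 for full effect; MG132 reads +100%, hits lower the ratio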
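Concentration-response series (up to 46 uM) were applied to TMD8 dual-reporter cells for 4 h at 37C with doxycycline. Green/red ratio, after filter-overlap correction, defined %Activity; red signal alone was normalised to basal cells and zero luminescence.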
A-T KAP1 phos = potential ataxia-telangiectasia treatments restoring KAP-1 phosphorylation; actives 0.19% (n = 320,000); […] A-T fibroblasts, KAP-1 phosphorylation AlphaLISA; neocarzinostatin DNA damage 30 min before lysis; Potency, µM (highest dose often 57.5 µM), for inactives: at the top dose activation, usual class: activators; further: potency means the concentration at half of the fitted maximal effect; % of control where 0% means no effect; nearly all actives have a fitted effect of over 45% in size
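hTERT-immortalized A-T patient fibroblasts ([…]), 500 cells/well in OPTI-MEM, 1% FBS, got compounds for 60 min, then NCS for 30 min at 37C. Lysates were then assayed for phospho-KAP-1 by AlphaLISA (anti-pKAP1 donor, anti-KAP1 acceptor beads), 6 hr at 25C.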
Eya2 phos inh = inhibitors of human Eya2 phosphatase activity | actives 0.006% (n = 330,000) | O00167 | recombinant Eya2, OMFP fluorescence dephosphorylation (OMFP is methylfluorescein phosphate) | Potency, µM (doses to about 76.9 µM), for inactives: top-dose activity, negative = inhibition, hits mostly inhibitors; further: potency means the concentration at half of the fitted maximal effect; on the % scale 0 is the no-effect control and ±100 the full control effect
Target sequence (O00167 whole entry, looked up): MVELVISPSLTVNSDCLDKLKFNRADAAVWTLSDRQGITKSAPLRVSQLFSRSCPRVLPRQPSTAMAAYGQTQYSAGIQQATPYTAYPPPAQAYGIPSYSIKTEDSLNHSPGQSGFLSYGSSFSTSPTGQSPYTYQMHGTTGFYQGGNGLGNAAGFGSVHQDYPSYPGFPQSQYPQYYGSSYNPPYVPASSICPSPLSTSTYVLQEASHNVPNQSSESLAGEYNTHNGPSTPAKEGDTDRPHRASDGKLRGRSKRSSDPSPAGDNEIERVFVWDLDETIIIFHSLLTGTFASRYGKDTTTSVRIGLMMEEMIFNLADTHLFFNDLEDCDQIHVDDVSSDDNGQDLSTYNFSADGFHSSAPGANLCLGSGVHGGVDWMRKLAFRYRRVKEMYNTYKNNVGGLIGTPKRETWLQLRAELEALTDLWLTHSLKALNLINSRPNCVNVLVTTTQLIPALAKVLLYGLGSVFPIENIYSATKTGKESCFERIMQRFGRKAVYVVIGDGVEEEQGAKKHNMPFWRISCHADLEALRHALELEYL
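Eya2 (0.2 uM) preincubated 10 min at ambient with compound, then OMFP substrate added at 50 uM; 10 min reaction in 50 mM HEPES pH 7.5, 50 mM NaCl, 5 uM MgCl2, 0.05% BSA, 1 mM DTT. Fluorescence read at Ex 485/Em 525 nm.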
Mito fusion yeast = mitochondrial division inhibition or fusion activation; S. cerevisiae fusion-defective mutant growth rescue, CellTiterGlo 48 h; Potency, µM (titrated, usually from 46.1 µM), without a hit: at the top dose growth rescue (activation), hits mostly activators; actives 0.23% (n = 320,000); AID 485298;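 further: potency means the concentration at half of the fitted maximal effect; % of control where 0% means no effect; nearly all actives have a fitted effect of over 45% in size; temperature-sensitive fusion mutants such as fzo1-1 at 37 °C on non-fermentable ethanol glycerol medium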
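Read-out: ATP-based luminescence (CellTiterGlo, 10 min ambient) reporting growth of fusion-defective ts yeast after 48 hours at 37C on glycerol/ethanol YPEG medium in the presence of compound.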
ASM inhibitor = blocks human secretory acid sphingomyelinase. P17405. placental ASM, HMU-PC fluorogenic substrate, 60 min. Potency, µM (titrated, usually from 57.5 µM), for inactives: top-dose activity change, negative = inhibition, hits mostly inhibitors. actives 0.006% (n = 340,000). AID 504937; further: potency means the concentration at half of the fitted maximal effect
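HMU-PC0 cleavage (9 uM final) by human placental ASM, 60 min at 37 °C following 10 min compound exposure at RT; stopped at pH 10, fluorescence Ex 386/Em 447 nm.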
* marks the source's active call; other numbers are inactive results; [ ] = dose if it differs, or a comment. Unless noted, the call rests on the fitted dose curve; in most records, active means well fitted curve in the direction sought with a large enough effect; inconclusive means small, poorly fitted or top-dose-only effect, or another doubt; inactive means no such curve, though single readings can be large; an effect the other way counts as inactive or inconclusive. Not a hit list, and some 3.2% of all compounds hit somewhere here.

Cc1ccc(Oc2ccc(C(=O)NC3CCSC3=O)cn2)cc1 (stereo not drawn) was read as TSG101-PTAP inh -2%, ELG1 repair inh 12%, TSHR antagonist 5, Tb PFK block 19%, a7 integrin act -14%, TCR activator -2%, Chronic BCR inh -2%, A-T KAP1 phos -7%, Eya2 phos inh 5%, Mito fusion yeast 0% and ASM inhibitor -2%.
`Fc1ccc(NCc2cn3ccccc3n2)cc1` gave TSG101-PTAP inh 0%, ELG1 repair inh inconclusive, TSHR antagonist 28, Tb PFK block 10%, a7 integrin act 23%, TCR activator -1%, Chronic BCR inh 2%, A-T KAP1 phos -10%, Eya2 phos inh -2%, Mito fusion yeast 1% and ASM inhibitor -3%.
`O=c1c2ccccc2n(Cc2ccc(F)cc2)c(=O)n1C1CCCC1` gave TSG101-PTAP inh -2%, ELG1 repair inh -2%, TSHR antagonist -14, Tb PFK block -2%, a7 integrin act 0%, TCR activator 0%, Chronic BCR inh 14%, A-T KAP1 phos 5%, Eya2 phos inh -20%, Mito fusion yeast inconclusive and ASM inhibitor -10%.
Cc1cc(OC(=O)c2ccc(Cl)cc2)cc(=O)n1C was read as TSG101-PTAP inh -8%, ELG1 repair inh -30%, TSHR antagonist -12, Tb PFK block -6%, a7 integrin act 6%, TCR activator 7%, Chronic BCR inh -17%, A-T KAP1 phos 2%, Eya2 phos inh -10%, Mito fusion yeast -4% and ASM inhibitor 0%.
For CCO/N=C1\C(=O)N(c2ccccc2)c2ccccc21 the results were TSG101-PTAP inh -10%, ELG1 repair inh 1%, TSHR antagonist 1, Tb PFK block -2%, a7 integrin act -35%, TCR activator 2%, Chronic BCR inh inconclusive, A-T KAP1 phos -4%, Eya2 phos inh 5%, Mito fusion yeast 5% and ASM inhibitor 1%.
Screening CC(C)N(C(=O)COC(=O)c1ccc(Cl)c(S(N)(=O)=O)c1)C(C)C returned TSG101-PTAP inh 1%, ELG1 repair inh 1%, TSHR antagonist -1, Tb PFK block 3%, a7 integrin act 5%, TCR activator -4%, Chronic BCR inh 2%, A-T KAP1 phos 3%, Eya2 phos inh -5%, Mito fusion yeast 4% and ASM inhibitor 8%.
`CSC(=NS(=O)(=O)c1ccccc1)SC` gave TSG101-PTAP inh -2%, ELG1 repair inh 2%, TSHR antagonist -2, Tb PFK block -1%, a7 integrin act 4%, TCR activator 6%, Chronic BCR inh 1%, A-T KAP1 phos 0%, Eya2 phos inh 13%, Mito fusion yeast 0% and ASM inhibitor -1%.
Screening Cc1[nH]nc2c1C(c1ccc(OC(=O)c3ccco3)cc1)C(C#N)=C(N)O2 (stereo not drawn) returned TSG101-PTAP inh 2%, ELG1 repair inh 3%, TSHR antagonist -16, Tb PFK block -7%, a7 integrin act -1%, TCR activator 5%, Chronic BCR inh inconclusive, A-T KAP1 phos 2%, Eya2 phos inh 3%, Mito fusion yeast 3% and ASM inhibitor -9%.
Cc1ccc(S(=O)(=O)N2CCOCC2)cc1C(=O)NCCc1ccc(Cl)cc1 was read as TSG101-PTAP inh 7%, ELG1 repair inh 0%, TSHR antagonist 3, Tb PFK block 0%, a7 integrin act 21%, TCR activator -9%, Chronic BCR inh 0%, A-T KAP1 phos -3%, Eya2 phos inh -12% and ASM inhibitor 4%.
`CN(C)S(=O)(=O)c1ccc(C(=O)Nc2ccc3ncccc3c2)cc1` gave TSG101-PTAP inh -2%, ELG1 repair inh inconclusive, TSHR antagonist -4, Tb PFK block -1%, a7 integrin act 34%, TCR activator -1%, Chronic BCR inh inconclusive, A-T KAP1 phos 6%, Eya2 phos inh -1%, Mito fusion yeast 0% and ASM inhibitor -1%.
For CCC1C(=O)NCCN1Cc1nc(-c2ccc(C)s2)oc1C (stereo not drawn) the results were TSG101-PTAP inh -9%, ELG1 repair inh -7%, TSHR antagonist -1, Tb PFK block 0%, a7 integrin act 6%, TCR activator 3%, Chronic BCR inh inconclusive, A-T KAP1 phos 2%[11.5 µM], Eya2 phos inh -4%, Mito fusion yeast -8% and ASM inhibitor 5%.
For COc1cc(NC(=O)C2CCCN2S(=O)(=O)c2ccc3c(c2)CCC(=O)N3)cc(OC)c1 (stereo not drawn) the results were TSG101-PTAP inh -7%, ELG1 repair inh -5%, TSHR antagonist 0, Tb PFK block 4%, a7 integrin act 14%, TCR activator 4%, Chronic BCR inh -1%, A-T KAP1 phos 14%, Eya2 phos inh -2%, Mito fusion yeast -3% and ASM inhibitor -3%.
CC1(C)CC2CC(C)(CN2C(=O)COC(=O)c2ccc(NC(=O)CC#N)cc2)C1 (stereo not drawn) was read as TSG101-PTAP inh -4%, ELG1 repair inh 0%, Tb PFK block 4%, a7 integrin act -1%, TCR activator -2%, Chronic BCR inh 4%, A-T KAP1 phos 8%, Eya2 phos inh 2% and ASM inhibitor 1%.
For O=C(COc1ccccc1[N+](=O)[O-])Nc1ccc(N2CCN(C(=O)c3cccs3)CC2)cc1 the results were TSG101-PTAP inh -1%, ELG1 repair inh 18µM*, TSHR antagonist -12, Tb PFK block -2%, a7 integrin act -57%[inhibitor], TCR activator 2%, Chronic BCR inh inconclusive, A-T KAP1 phos 1%, Eya2 phos inh -2%, Mito fusion yeast 7% and ASM inhibitor -4%.
c1ccc(-n2ncc3c(NCc4cccs4)ncnc32)cc1 was read as TSG101-PTAP inh -6%, ELG1 repair inh inconclusive, TSHR antagonist -6, Tb PFK block -1%, a7 integrin act 24%[7.66 µM], TCR activator 10%, Chronic BCR inh inconclusive, A-T KAP1 phos -2%, Eya2 phos inh 3%, Mito fusion yeast 24% and ASM inhibitor 1%.
For Cc1ccccc1NC(=O)Cc1nc(COC(=O)c2cc([N+](=O)[O-])ccc2N)cs1 the results were TSG101-PTAP inh -1%, ELG1 repair inh -18%, TSHR antagonist 0, Tb PFK block -4%, a7 integrin act -8%, TCR activator 5%, Chronic BCR inh inconclusive, A-T KAP1 phos -3%, Eya2 phos inh 7%, Mito fusion yeast -3% and ASM inhibitor 0%.
`Cc1ccc(NC(=O)CN2C(=O)/C(=C\c3cccs3)SC2=S)cc1` gave TSG101-PTAP inh -5%, ELG1 repair inh 6%, TSHR antagonist -9, Tb PFK block -4%, a7 integrin act 29%, TCR activator 1%[46.1 µM], Chronic BCR inh -1%, A-T KAP1 phos 0%, Eya2 phos inh -8%, Mito fusion yeast 1% and ASM inhibitor -2%.
For CCOC(=O)c1sc(=NC(=O)/C=C/c2ccccc2)n(C)c1C the results were TSG101-PTAP inh -1%, ELG1 repair inh inconclusive, TSHR antagonist 1, Tb PFK block -3%, a7 integrin act -2%, TCR activator 1%, Chronic BCR inh 0%, A-T KAP1 phos 0%, Eya2 phos inh 5%, Mito fusion yeast 6% and ASM inhibitor 21%.
For COc1cccc(CN2CCNC(=O)C2CC(=O)N(C)CCc2ccccn2)c1 (stereo not drawn) the results were TSG101-PTAP inh -2%, ELG1 repair inh 11%, TSHR antagonist -2, Tb PFK block -1%, a7 integrin act 9%, TCR activator 0%, Chronic BCR inh 0%, A-T KAP1 phos 4%, Eya2 phos inh 7%, Mito fusion yeast -1% and ASM inhibitor 5%.
`COc1ccnc(Oc2ccccc2)n1` gave TSG101-PTAP inh -9%, ELG1 repair inh inconclusive, TSHR antagonist -1, Tb PFK block -2%, a7 integrin act 31%, TCR activator -4%[46.1 µM], Chronic BCR inh 1%, A-T KAP1 phos -3%, Eya2 phos inh 1%, Mito fusion yeast 1% and ASM inhibitor 8%.

Bioassay records as filed in PubChem.
